# ADAM17 inh = ADAM17 inhibitors, primary screen, biochemical, QFRET | Disintegrin and metalloproteinase domain-containing protein 17 (Homo sapiens), P78536 | recombinant ADAM17, EDANS/DABCYL FRET peptide cleavage | inhibition, % at 6.95 µM | 370,000 compounds, 0.83% hits;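 active = inhibition above the mean of compounds lying between control limits plus 3 SD, set per campaign, cut at about 8.5% in these data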;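 note: 0% = DMSO-only wells as the low control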
# Target sequence (P78536 215-824 limits assumed): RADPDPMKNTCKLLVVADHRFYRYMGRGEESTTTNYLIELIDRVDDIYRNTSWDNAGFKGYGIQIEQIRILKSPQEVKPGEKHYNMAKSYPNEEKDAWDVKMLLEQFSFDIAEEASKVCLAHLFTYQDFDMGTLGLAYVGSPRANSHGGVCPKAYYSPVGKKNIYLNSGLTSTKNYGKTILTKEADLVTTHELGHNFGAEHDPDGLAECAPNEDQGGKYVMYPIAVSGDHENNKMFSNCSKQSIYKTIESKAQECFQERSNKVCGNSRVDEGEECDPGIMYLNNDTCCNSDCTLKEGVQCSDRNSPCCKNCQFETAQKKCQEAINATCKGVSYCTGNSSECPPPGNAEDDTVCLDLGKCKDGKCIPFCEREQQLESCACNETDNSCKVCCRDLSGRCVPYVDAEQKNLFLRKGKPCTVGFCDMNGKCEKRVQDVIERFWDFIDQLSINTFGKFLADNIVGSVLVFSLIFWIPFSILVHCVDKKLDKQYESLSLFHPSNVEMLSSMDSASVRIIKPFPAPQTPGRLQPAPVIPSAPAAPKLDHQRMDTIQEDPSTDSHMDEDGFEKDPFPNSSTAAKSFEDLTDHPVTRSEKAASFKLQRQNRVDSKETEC
# MBD2 inh = inhibitors of MBD2 binding to methylated DNA, primary screen, biochemical, TR-FRET, DNA-binding domain, human; Methyl-CpG-binding domain protein 2 (Homo sapiens), Q9UBB5; MBD2 binding to methylated oligonucleotide; inhibition, % at 4.4 µM; 370,000 compounds, 0.31% hits; in the data active = inhibition above about 13%
# Target sequence (Q9UBB5 whole entry, looked up, the tested form may be a part): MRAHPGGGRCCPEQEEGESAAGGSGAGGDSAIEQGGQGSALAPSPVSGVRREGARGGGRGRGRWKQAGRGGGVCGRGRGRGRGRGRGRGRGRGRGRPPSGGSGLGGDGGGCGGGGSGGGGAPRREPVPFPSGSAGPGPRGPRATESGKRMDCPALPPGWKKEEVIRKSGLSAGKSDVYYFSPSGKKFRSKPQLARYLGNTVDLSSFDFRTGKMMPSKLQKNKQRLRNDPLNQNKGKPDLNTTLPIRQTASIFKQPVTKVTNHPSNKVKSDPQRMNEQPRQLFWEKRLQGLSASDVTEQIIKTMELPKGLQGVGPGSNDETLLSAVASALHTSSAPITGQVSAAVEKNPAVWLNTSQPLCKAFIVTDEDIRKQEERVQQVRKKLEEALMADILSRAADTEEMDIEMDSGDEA
# DAX1 inh-1 = DAX1 (NR0B1) inhibitors, primary screen, cell-based, HEK293, Gal4-DAX1, luciferase luminescence. Nuclear receptor subfamily 0 group B member 1 (Homo sapiens), P51843. AID 504766, 2011. 340,000 compounds, 0.99% hits. inhibition, % at 6.75 µM. HEK293 Gal4-DAX1 luciferase reporter;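 active = inhibition above the mean over all tested compounds plus 3 SD, cut at about 4.2% in these data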;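 note: 0% = DAX1-transfected cells with DMSO and 100% = empty-vector control cells with DMSO; inhibition shows as a rise in luminescence from relieved DAX1 repression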
# DAX1 inh-2 = DAX1 (NR0B1) inhibitors on StAR promoter, primary screen, cell-based, luminescence, SF-1 (NR5A1), full-length DAX-1. HEK293T StAR-luciferase reporter, SF-1/DAX-1 repression relief. inhibition, % at 6.8 µM. AID 652010, 2013. 370,000 compounds, 1.1% hits;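 active = inhibition above the mean over all tested compounds plus 3 SD, cut at about 3.6% in these data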;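 note: 0% = DAX-1 cells with DMSO and 100% = cells lacking DAX-1 with DMSO; higher inhibition means more luminescence from relief of DAX-1 repression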
# NR1D1 modulator = modulators of Rev-erb alpha DNA binding, primary screen, biochemical, FITC-DNA, fluorescence polarization, uHTS; Nuclear receptor subfamily 1 group D member 1 (Homo sapiens), P20393; Rev-erbα–FITC-DNA binding, 90 min; activity, % at 10 µM; 370,000 compounds, 0.79% hits;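 active = activity above about 14%, limit read from the data; passing the limit was not always enough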;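 note: 0% = DMSO wells with 35 nM protein and 100% = DMSO wells with 750 nM protein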
# hgDAF12 agonist = H. glycines DAF-12 receptor agonists, primary screen, cell-based, luminescence, HEK293, GAL4 fusion, UAS-luciferase; Nuclear hormone receptor DAF-12 (Heterodera glycines), GAL4 fusion; HEK293 GAL4-hgDAF12 UAS-luciferase reporter, agonist luminescence; normalized to butyrate control; activation, % at 6.8 µM; 370,000 compounds, 1.8% hits; AID 687014, 2013;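 active = activation above a cutoff set at the mean of all screened compounds plus 3 SD, cut at about 10% in these data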;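 note: 0% = DMSO wells and 100% = sodium butyrate wells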
# hcDAF-12 act = H. contortus DAF-12 nuclear receptor activators, primary screen, cell-based, luminescence, HEK293, lit1-tk-luc reporter; HEK293 hcDAF-12 lit1-tk-luc reporter; 0% DMSO, 100% Δ7-dafachronic acid; activation, % at 6.8 µM; 370,000 compounds, 1.4% hits;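 active = activation above the mean of all tested compounds plus 3 SD, cut at about 5.5% in these data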;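 note: 100% = response to 3 µM Δ7-dafachronic acid high control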
# PLC-gamma1 inh = PLC-gamma1 enzyme inhibitors, primary screen, biochemical, fluorescence, purified enzyme | 1-phosphatidylinositol 4,5-bisphosphate phosphodiesterase gamma-1 (Homo sapiens), P19174 | fluorogenic substrate | inhibition, % at 12.2 µM | 370,000 compounds, 0.84% hits | AID 720700, 2013; in the data active = inhibition above about 9.5%
# SMARCA2 activ = SMARCA2 (BRM) function activators, primary screen, cell-based, luminescence, high throughput; MG213 cells, MMTV-luciferase reporter, dexamethasone, overnight; activation, % at 9.1 µM; 370,000 compounds, 1% hits; AID 652017, 2013; in the data active = activation above about 7.8%;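 note: 0% = vehicle wells and 100% = reference activator wells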
# ssDAF-12 act = S. stercoralis DAF-12 nuclear receptor activators, primary screen, cell-based, luminescence, HEK293, GRIP1 co-expression, lit1-tk-luc; Nuclear hormone receptor DAF-12 (Strongyloides stercoralis); HEK293 ssDAF-12/GRIP1 lit1-tk-luc reporter; % of 3 µM dafachronic acid response; activation, % at 6.8 µM; 370,000 compounds, 1% hits;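 active = activation above the mean over all tested compounds plus 3 SD, cut at about 0.9% in these data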;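 note: 0% = DMSO-only wells and 100% = 3 µM delta7-dafachronic acid wells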
# PLCb3 inh = human PLC-beta3 inhibitors, primary screen, biochemical, fluorescence | AID 720704, 2013 | Purified PLC-beta3, fluorogenic substrate | 370,000 compounds, 0.18% hits | 1-phosphatidylinositol 4,5-bisphosphate phosphodiesterase beta-3 (Homo sapiens), Q01970 | inhibition, % at 12.2 µM; in the data active = inhibition above about 11%;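 note: 0% = median of compound wells on plate and 100% = full blocker control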
# Numbers without * were called inactive; i = inactive; nt = not tested or not shown. Not a hit list; 7.4% or so of the library scored in one or more.
SMILES,ADAM17 inh,MBD2 inh,DAX1 inh-1,DAX1 inh-2,NR1D1 modulator,hgDAF12 agonist,hcDAF-12 act,PLC-gamma1 inh,SMARCA2 activ,ssDAF-12 act,PLCb3 inh
O=C1CC(c2ccc(O)cc2)Oc2cc(O)cc(O)c21 (stereo unspecified),-3,0,1.0,-0.3,1,1.6,-2.1,0,-1,-1.4,0
Cc1ccc(N2C(=O)C3C(C(=O)c4ccccc4)=NN(c4ccccc4)C3C2=O)cc1 (stereo unspecified),0,4,0.3,-0.5,1,0.2,0.2,-38,-2,-0.7,-45
CN(C(=O)c1ccco1)c1nc2c(s1)CCCC2,-3,-5,0.6,5.1*,0,12*,8.6*,4,1,1.6*,0
CCOC(=O)Nc1c(C(=O)OC)[nH]c2cccc(OC)c12,-27,-5,-0.5,0.7,-2,-1.7,-1.6,-132,2,-1.5,-161
COCCN1C[C@@H](CO)O[C@@H](n2cnc3c(NCCCO)ncnc32)C1,-3,0,nt,-0.7,2,2.9,-1.9,3,2,-0.6,1
Cc1[nH]nc2c1-c1nc3ccccc3nc1C(C)(C)C2,-319,-5,-1.5,-1.8,0,-4.0,-4.0,-80,0,-1.4,-105
Cc1ccccc1NC(=O)c1ccc2c(c1)OCCO2,-4,0,-0.3,0.7,4,5.6,1.6,0,4,-1.3,3
CCOC(=O)C[n+]1ccc2c([nH]c3ccccc32)c1C,-475,-7,-0.1,-0.4,-2,0.4,-1.5,i,1,-0.9,i
CCC(C)c1ccccc1NC(=O)COc1ccc(-c2nnco2)cc1 (stereo unspecified),1,2,-1.7,0.1,2,-2.3,-1.7,1,-1,-0.9,-3
NC(=O)COc1ccc(C(=O)NCC2(N3CCOCC3)CCCCC2)cc1,-3,4,1.6,3.3,-2,1.8,-0.6,5,-2,-1.4,-6
COc1ccccc1-c1ccc(/C=C2/C=C(C)OC2=O)o1,-57,1,-0.8,-0.2,-5,0.9,-0.7,-144,3,-1.2,-171
Cc1ccc(NC(=O)COC(=O)CCc2c[nH]c3ccccc23)c(C)c1,0,0,0.2,1.1,4,0.8,-1.1,-4,0,-1.4,-10
Cc1c(C(=O)N2CCN(CCc3ccccc3)CC2)oc2ccccc12,2,2,-1.5,0.2,0,0.8,-1.3,0,-2,-0.7,-1
COc1ccc(N(CC(=O)Nc2ccc(C(N)=O)cc2)S(=O)(=O)c2ccc(C)c([N+](=O)[O-])c2)cc1,0,-3,-0.8,0.4,4,-3.2,0.8,0,5,-1.1,2
COC(=O)c1ccc(/C=N/NC(=O)CC(=O)NCc2cccnc2)cc1,-2,2,nt,0.5,-4,-2.3,-0.5,0,0,-1.0,-2
CC(=O)Nc1cccc(NC(=O)COC(=O)CO/N=C(\C)c2ccc3c(c2)OCO3)c1,0,3,0.9,2.3,-4,-2.1,0.1,-1,-1,-1.0,-7
Cc1ccc(C)n1-n1cnc2sc3c(c2c1=O)CCC3,6,-6,-1.1,0.2,-2,-1.3,-1.9,5,-1,-1.7,6
C[C@H]1CN([C@@H](C)CO)C(=O)c2cc(Br)cnc2O[C@@H]1CN(C)C(=O)CN(C)C,0,-7,0.9,-0.5,0,-4.1,-0.1,0,0,-0.9,1
COC(=O)c1cc(C(=O)OC)n(Cc2ccc(F)cc2)n1,-2,0,0.0,0.5,0,-1.8,-0.6,1,1,-1.4,1
OC(CN1CCCCC1)Cn1c2ccc(Cl)cc2c2cc(Cl)ccc21 (stereo unspecified),2,0,0.4,0.2,-2,-0.7,-1.1,7,-1,-1.6,-5
CCC(C(=O)N/N=C(\C)c1cccnc1)c1ccccc1 (stereo unspecified),1,3,-0.6,-0.6,0,-0.3,-1.7,-1,-1,-1.1,-6
COc1ccc(NC(C)=O)cc1NC(C)c1nc2sc(C)c(C)c2c(=O)[nH]1 (stereo unspecified),-28,7,0.1,-0.9,-8,-4.3,-1.4,-62,-2,-1.6,-78
CCOC(=O)C1(C/C(C)=N/NC(N)=O)CC(C)(C)OC1=O (stereo unspecified),-7,3,0.9,-0.1,4,-2.3,0.0,-38,0,-1.3,-65
Cc1nn(C)c(C(=O)NC(=S)Nc2ccc([N+](=O)[O-])cc2)c1Cl,0,1,0.3,-0.3,7,2.0,-0.3,-1,-1,-0.7,-6
CC(=O)Nc1cccc(-c2csc(C(C)(O)c3ccccc3)n2)c1 (stereo unspecified),-2,0,nt,-0.7,0,1.9,1.1,3,0,-1.1,3
CCCCNC(=O)c1sc2nc(C)cc(COC)c2c1-n1cccc1,2,-5,0.3,-0.6,-1,-1.7,-0.1,1,6,-1.4,1
Cc1noc(C)c1S(=O)(=O)N1CCCc2nc(-c3ccc(F)cc3)ccc21,2,1,nt,-2.8,-1,-3.8,-3.3,2,-3,-1.6,-1
Cc1ccc(OCC(=O)NNC(=O)Cc2ccc(S(=O)(=O)N3CCOCC3)s2)cc1,3,-1,1.2,0.4,-2,1.4,0.1,-8,1,-1.0,-8
CC(C)CNC(=O)CSc1nnc(-c2ccccn2)n1Cc1ccccc1,-1,-4,0.2,-0.2,2,-2.4,-2.0,-1,-1,-1.4,4
Nc1ccc(SCCN2C(=O)c3ccccc3C2=O)cc1,0,-10,2.1,0.0,3,1.6,0.0,3,0,-1.2,7
O=C(c1cc(-c2ccc(F)cc2)nc2ccccc12)N1CCC1,-16,6,-1.3,0.2,5,1.1,-1.3,-30,-2,-0.8,-42
CCOC(=O)CC1C(=O)NCCN1C(=S)NC(=O)c1ccccc1OC (stereo unspecified),2,-3,0.5,2.2,0,1.6,2.4,3,0,-0.7,-2
CCOC(=O)[C@@H]1[C@H]2COc3ccccc3[C@@H]2N2C(=O)N(c3cccc(F)c3)C(=O)[C@]12C,-2,-1,1.0,0.3,-3,-1.1,-1.3,0,0,-0.8,-1
COC(=O)[C@@H]1C[C@@H]2CC[C@@H](O)C[C@@H]2N1Cc1ccccc1OS(=O)(=O)c1ccc(C)cc1,-1,0,-0.6,-0.3,1,0.2,0.4,-3,0,-0.9,-7
CCC(=O)Oc1cccc(C(=O)Nc2ccc(-c3nnc(-c4ccco4)o3)cc2)c1,-46,1,0.2,0.6,6,6.0,-0.5,-40,5,-1.2,-54
CCCOc1cccc(C2/C(=C(/O)c3ccc(F)cc3)C(=O)C(=O)N2CCN(C)C)c1 (stereo unspecified),-2,-2,0.9,0.2,-4,0.0,0.0,-2,-3,-0.8,-2
CCS(=O)(=O)CCSc1nc2ccccc2s1,-4,0,-1.0,0.2,3,1.3,-0.3,3,1,-0.4,4
FC(F)(F)c1ccc(Cl)c(-n2c(-c3ccco3)n[nH]c2=S)c1,-3,-8,0.4,-0.1,1,-0.6,2.4,-2,-2,-0.2,-4
c1cc(-c2nnc3n2CCCCC3)ccn1,0,4,-0.1,0.0,3,0.3,-0.5,1,-3,0.1,1
O=C(NCc1ccccc1)c1onc(CSc2ccncc2)c1C(=O)NCc1ccccc1,8,1,-0.3,-0.1,-5,-1.6,-2.0,8,-1,-1.6,8
O=C(CC1C(=O)NCCN1Cc1ccc(-c2ccccc2)cc1)NCc1ccccc1 (stereo unspecified),0,-5,-0.4,-0.2,0,-0.3,-2.2,-4,-3,-2.0,-1
CC(C)(C)c1nnc(N/N=C/c2ccc(Br)cc2)n(N)c1=O,1,-2,-0.8,0.0,4,-2.8,-1.9,1,0,-1.0,1
CSc1ccccc1Nc1ncnc(N)n1,-2,1,2.2,0.2,-3,1.3,-0.4,2,-1,-0.7,-5
COc1cccc(NC(=O)Nc2cccn(Cc3ccccc3)c2=O)c1,-5,-7,-0.8,-0.7,-3,-3.5,-2.4,-3,-1,-1.4,-3
COc1ccccc1NC(=O)c1cnc(SCC(=O)NCC2CCCO2)n(C)c1=O (stereo unspecified),-6,9,-0.5,0.3,0,3.3,2.8,-14,-1,0.0,-23
Cc1ccc2cc(/C=N/NC(=O)c3ccccc3O)c(Cl)nc2c1,-2,6,-1.6,-0.3,1,-1.4,-0.2,-43,-2,-1.6,-45
CN(C)C(=O)c1cc(C(=O)c2ccccc2Cl)c[nH]1,0,0,-0.1,-0.1,-4,1.5,-1.1,0,3,-0.6,6
CC(C)c1ccc(NC(=O)COC(=O)c2ccc(CN3CCCC3=O)cc2)cc1,0,-6,0.1,-0.5,3,1.6,2.7,1,0,-0.7,-13
CCN(CC)c1ccc(NC(=O)CSc2n[nH]c(-c3ccco3)n2)cc1,-2,1,0.7,-2.8,-3,1.0,-0.3,-1,-2,-1.2,0
CCCC(=O)Nc1nc(-c2ccccc2)ns1,0,0,0.4,1.7,-3,10,-0.5,-4,2,-0.7,2

# Next part:
SMILES,ADAM17 inh,MBD2 inh,DAX1 inh-1,DAX1 inh-2,NR1D1 modulator,hgDAF12 agonist,hcDAF-12 act,PLC-gamma1 inh,SMARCA2 activ,ssDAF-12 act,PLCb3 inh
COc1ccc(NC(=O)C2CCCN(S(=O)(=O)c3c(C)[nH]c(=O)[nH]c3=O)C2)cc1Cl (stereo unspecified),3,0,0.3,1.4,-2,0.1,1.6,6,-2,-1.1,4
COc1cc(CN2CCNC(=O)C2CC(=O)NCc2csc(C(C)C)n2)cc(OC)c1 (stereo unspecified),-7,1,-0.1,0.6,1,4.1,0.5,1,-2,-0.7,-4
Cc1ccc(NC(=O)C2CCCN2C(=O)NC2CCCCC2)c(C)c1 (stereo unspecified),-4,11,2.0,0.3,-1,-1.5,-1.1,0,3,-0.8,1
CC(C)CC(=O)Nc1ccc(C(=O)NN2C(=O)c3ccccc3C2=O)cc1,-1,5,-0.5,-0.7,2,-0.3,0.3,1,-3,-1.0,-4
CCCC/C=C1\CCc2c([nH]c3ccccc23)C1=O,-6,0,1.7,0.6,2,7.3,0.6,-49,0,-1.3,-84
COC(=O)c1c(NC(=O)CSc2nnc(C)c(=O)[nH]2)sc(C)c1C,0,-5,0.2,0.2,-2,-0.6,2.9,-3,0,-0.1,-7

# Screens: PubChem BioAssay, several laboratories
